High-throughput results from PubChem BioAssay.
p53null 32C tox: kills p53 null cells at the permissive temperature; H1299-neo p53 null cells, ATP luminescence, 24 h, 32C; Potency, µM (doses to about 46.1 µM), for the others: at the highest dose activity change, negative = cytotoxicity, hits mostly cytotoxic; 55,000 tested, 0.62% active; AID 903;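 note: 0% = DMSO only and -100% = full killing by 100 µM tamoxifen; nearly all actives have a fitted effect of over 55% in size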
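Overnight 37C seeding (600 cells/well) of H1299-neo preceded a 24 hr, 32C exposure to compounds up to 46 uM. ATP levels, read by luminescence after 20 min at RT, indicated surviving cells.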
p53null 39C tox: selectivity test: cytotoxicity in p53 null cells, nonpermissive temperature | H1299 p53-null (neo) cells, 39C, ATPlite viability, 24 h | 55,000 tested, 0.97% active | Potency, µM (highest dose often 46.1 µM), for the others: at the highest dose activity, negative = cell killing, hits mostly cytotoxic;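 note: 0% = DMSO only and -100% = full killing by 100 µM tamoxifen; nearly all actives have a fitted effect of over 50% in size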
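ATP-luminescence viability readout (ATPlite, 20 min RT) after 24 hr compound treatment at 39C of H1299-neo or H1299-p53A138V cells; titration up to 46 uM; normalized to DMSO and 100 uM tamoxifen; Hill-fit AC50.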
Active calls of the source: *; u = inconclusive; [ ] = another dose, or the depositor's remark. Calls come from the whole dose curve; as a rule, active = well fitted cell-killing curve with a large enough effect; inconclusive = small, poorly fitted or top-dose-only effect; inactive = no such curve, though single readings can be large or run the other way. Potency is the fitted concentration of half-maximal effect.

Screens in order: p53null 32C tox	p53null 39C tox
> O=[N+]([O-])c1ccc(N/N=C2/CCCCC2c2ccccn2)cc1 (configuration not stated)
  -2%	16%
> CCNc1nc(NCc2ccccc2)nc(Oc2ccc(=O)[nH]n2)n1
  3%	24%
> CCOc1cc(C(N)=O)cc(Br)c1OC
  -5%	-12%
> CCOC(=O)/C(C#N)=C/c1ccc(N2CCN(Cc3ccccc3)CC2)cc1
  2%	3%[1.84 µM]
> CCC(=O)N1CCc2cc(Br)cc(S(=O)(=O)CCC(=O)NCc3ccco3)c21
  -10%	-6%
> COc1ccc(C(=O)NCc2nnc(SCC(=O)N3CCc4ccccc43)n2C2CCCCC2)cc1
  1%	5%
> COc1ccccc1-c1noc(CCC(=O)Nc2cccc(C(F)(F)F)c2)n1
  -8%	-21%
> Cc1ccc(-c2nn(-c3ccccc3)c3[nH]c(=O)c(CNCc4ccccc4)cc23)cc1
  -1%	-4%
> c1ccc(CCNc2ncnc3c2cnn3-c2ccccc2)cc1
  -2%	-20%
> Cc1ccc(-c2noc(CN3CCN(Cc4ccccc4)CC3)n2)cc1
  4%	3%
> COc1cc(S(=O)(=O)N(Cc2ccccc2)Cc2ccccn2)ccc1-n1cnnn1
  0%	17%
> O=C(CC1SC2=NCCN2C1=O)Nc1ccc(Br)cc1 (configuration not stated)
  2%	15%
> CC(/C=N/n1c(-c2ccco2)n[nH]c1=S)=C\c1ccccc1
  -6%	25%[1.84 µM]
> O=S(=O)(CC(CN1CCCC1)N1CCCC1)c1ccc2ccccc2c1 (configuration not stated)
  -10%	-3%
> COc1ccccc1-c1nnc(Nc2nc3c(OC)cccc3s2)o1
  -20%	u
> COC(=O)C1C(c2ccc(OC)c(OC)c2)NC(c2ccc(OC)c(OC)c2)C(C(=O)OC)S1(=O)=O (configuration not stated)
  0%	-2%
> CCOc1ccc(OCC)c(NC(=O)CN2CCN(c3ccc(C)cc3C)CC2)c1
  5%	13%
> Cc1cc(Nc2ccc(C)c(Br)c2)n2nc(C)nc2n1
  1%	-14%
> C=CCOc1ccc(CNc2nccs2)cc1OC
  -2%	3%
> CCN1C(=O)NC(c2cc(Br)ccc2OC)C(C(=O)OC)=C1C (configuration not stated)
  -3%	-6%
> Cc1ccc(CNC(=O)CN(Cc2ccccc2)S(C)(=O)=O)cc1
  -14%	4%
> Cc1ccc(OCc2nnc(SCC(=O)NCc3ccco3)n2C)cc1
  1%	19%
> COc1cc(/C(C#N)=C/c2ccccc2)c([N+](=O)[O-])cc1OC
  -8%	-16%
> COc1ccc(OC)c(-n2nnnc2SCC(=O)Nc2cc(C)ccc2OC)c1
  -3%	-3%
> O=C(c1cc2cc(Cl)ccc2oc1=O)N1CCCC1
  -1%	13%
> CNC(=O)c1cc2cccc(OC)c2oc1=O
  -6%	-4%
> CC1(C)CC(=O)C2=C(C1)Nc1ccccc1N=C2
  u	-17%
> COc1ccc(CCNC(=O)CSc2nc(O)c(C(C)C)c(=O)[nH]2)cc1OC
  2%	18%
> Cc1cc(NC(=O)CCC(=O)N(Cc2ccco2)C(C(=O)NC2CCCC2)c2ccccc2C)no1 (configuration not stated)
  -4%	-4%
> CCOC(=O)c1c(NC(=O)CSc2nnc(-c3cccnc3)o2)sc2c1CCC2
  -2%	10%
> O=C(NC1CCCCC1)C(c1ccco1)N(CCc1ccccc1)C(=O)C(F)(F)F (configuration not stated)
  10%	-4%
> C[N+](C)(C)CC/C=C1/c2ccccc2CSc2ccccc21
  -1%	12%
> O=c1c2cn[nH]c2[nH]c(=S)n1-c1ccccc1
  11%	16%
> Cc1noc(C)c1COC(=O)c1ccc2c(c1)OCCO2
  -12%	-12%
> O=C(NC(=S)Nc1ccccc1N1CCOCC1)c1ccco1
  -3%	15%[1.84 µM]
> CCC(C)OC(=O)n1ccc(C(=O)Nc2nccs2)n1 (configuration not stated)
  -5%	-2%
> CCC(Sc1ccc(C(=O)O)cc1)C(=O)O (configuration not stated)
  8%	7%
> O=C(NNC(=S)NC(=O)c1ccccc1[N+](=O)[O-])c1ccccc1
  -13%	-1%
> CCc1nnc(NC(=O)CSc2nnc3c(C)cc4c(C)ccc(C)c4n23)s1
  23%	14%
> CC1CCC2(CC1)SCC(=O)N2c1ccccc1 (configuration not stated)
  7%	-3%
> COc1ccccc1-c1cc(C(F)(F)F)nc(N2CCN(c3ccc(F)cc3)CC2)n1
  1%	3%
> CC(C)(C)C(=O)Nc1nnc(Cc2ccccc2)s1
  1%	-12%
> CCSc1nc(N)c(C#N)c(-c2ccco2)c1C#N
  -3%	9%
> COc1ccc(N2CCN(C(=O)CSc3nnc(CNc4ccccc4)o3)CC2)cc1
  4%	-3%
> CCOC(=O)c1cnc2c(-c3ccc(Cl)cc3)c(C)nn2c1N
  4%	-15%
> CC(C)N(C(=O)Cn1c(SCC(=O)NCc2ccc3c(c2)OCO3)nc2ccccc21)C(C)C
  -1%	-2%
> Cc1cc(NC(=O)CSc2nc3c([nH]c4ccccc43)c(=O)n2-c2cccc(C(F)(F)F)c2)no1
  0%	-6%
> Cc1ccc(C2(CC(=O)O)CCOC(C)(C)C2)cc1 (configuration not stated)
  2%	-3%
> Cc1cccc(OCCSc2nc3c([nH]2)c(=N)ncn3Cc2ccccc2)c1
  -1%	6%
> CCCCOc1cccc(C(=O)NNC(=S)NC2CCCCC2)c1
  -9%	-16%

Continuation:
Screens in order: p53null 32C tox	p53null 39C tox
> Nn1c(Cc2ccccc2F)nnc1SCC(=O)N1CC(=O)Nc2ccccc21
  -11%	6%
> CCOc1ccc(NC(=O)CC2C(=O)N(C)C(=S)N2Cc2ccc3c(c2)OCO3)cc1 (configuration not stated)
  4%	-20%
> O=C(Nc1nnc(SCc2ccccc2)s1)c1cccc([N+](=O)[O-])c1
  -1%	6%
> CCOc1ccc(NC(=O)C2CCN(C(=O)NC3CCCCC3)CC2)cc1
  0%	1%
> O=C(CCn1c2c(c3ccccc31)CCCC2)NNC(=O)c1ccccc1[N+](=O)[O-]
  -9%	5%
> COc1ccccc1NC(=O)CSc1nnc(C)n1CC1CCCO1 (configuration not stated)
  1%	-3%
> Cc1ccc(Cn2nnc3c(=O)n(Cc4cc(C)ccc4C)cnc32)cc1
  7%	9%
> COCCn1nnnc1C(c1ccc(OC)cc1)N1CCN(c2ccccc2F)CC1 (configuration not stated)
  12%	18%
> C/C(Cn1cnc([N+](=O)[O-])n1)=N\NC(=O)c1cccc(F)c1
  -13%	-10%
> COC(=O)c1ccc(COc2ccccc2/C=C(\C#N)C(=O)NC(C)C)cc1
  12%	19%
> COc1ccc(N2CCN(C(=O)CCNS(=O)(=O)c3ccc4c(c3)CCC(=O)N4)CC2)cc1
  -1%	0%
> CCN(c1ccccc1)S(=O)(=O)c1cc(NC(=O)Nc2ccccc2C#N)ccc1Cl
  2%	6%
> O=C(CCn1c(=O)sc2ccccc21)NC1=NCCS1
  -5%	-4%
> O=S(=O)(NCc1cccnc1)c1ccc(Cl)c(Cl)c1
  2%	-2%
> CCOC(=O)CN1C(=N)N(c2nc(NC(C)C)nc(NC(C)C)n2)CC1=O
  -1%	-11%
> CCCCn1c(Cc2ccccc2)nnc1SCC(=O)Nc1cc(C)on1
  2%	0%
> CC(C)(C)OC(=O)NCc1nc(N)n[nH]1
  -5%	2%
> Cc1cc(C(=O)CN2C(=O)c3ccccc3C2=O)c(C)n1Cc1cccs1
  0%	-2%
> CCNc1ccc(Br)cc(C(=O)/C=C/c2ccc(Cl)cc2Cl)c1=O
  -15%	-8%
> NC(=O)C1CCN(C(=O)COc2ccc3ccccc3c2)CC1
  7%	7%
> COc1ccccc1-c1cc2ccccc2[nH]1
  -3%	-17%
> CN1C(=O)NC2(O)C(=O)c3ccccc3C12O (configuration not stated)
  7%	14%
> CCOC(=O)c1[nH]c(C)c(C(=O)NC2CCCCCC2)c1C
  -2%	-6%
> CCN(CC)Cc1c[nH]c2c(C(=O)OC)cccc12
  5%	9%
> Cc1ccc(C(=O)OCC(=O)Nc2ccccc2N2CCOCC2)cc1
  0%	-13%
> CCc1ccc(C2(O)CC(C(F)(F)F)=NN2C(=O)Cc2ccc([N+](=O)[O-])cc2)cc1 (configuration not stated)
  -12%	-4%
> CCOC(=O)Nc1ccc2c(CN3C(=O)NC4(CCCC4)C3=O)cc(=O)oc2c1
  -2%	-12%
> Cc1csc2ncc(C(=O)Nc3ccon3)c(=O)n12
  1%	22%
> CCn1c(SCC(=O)Nc2nc(C)c(C)s2)nnc1-c1cccs1
  -3%	14%
> CCn1ncc(CNC(=O)CCSc2nc(-c3ccco3)cc(C(F)(F)F)n2)c1C
  1%	-9%
> COc1ccc(-c2cc3nnc(-c4ccccc4)nc3s2)cc1
  0%	1%
> O=C(Nc1cc2c(cc1Br)OCCO2)c1ccco1
  -24%	-11%
> CCOC(=O)N1CCN(C2CC(=O)N(c3ccc(Cl)c(Cl)c3)C2=O)CC1 (configuration not stated)
  -5%	36%
> C/C(=N\NC(=O)c1ccc(C)cc1)C1C(=O)c2ccccc2C1=O
  -23%	-23%
> Cc1cccc(-n2ncc3c(NCc4ccco4)ncnc32)c1
  -2%	-21%
> N=c1c2c(-c3ccccc3)c(-c3ccccc3)n(Cc3ccco3)c2ncn1CCO
  -11%	3%
> COc1cc(C2NC(=O)C(C#N)=C(S)N2c2ccccc2)ccc1OC(C)C (configuration not stated)
  -9%	-12%
> C=C(C)Cn1c(SCCN2CCOCC2)nc2c1c(=O)[nH]c(=O)n2C
  -3%	22%
> Cc1ccc(Cn2nc(C)c(NC(=O)C3(C)CC3(Br)Br)c2C)cc1 (configuration not stated)
  15%	8%
> CN1C2C=C3C(C#N)=C(N)C(C#N)(C#N)C(c4ccc(Br)cc4)C3C1CC2 (configuration not stated)
  -2%	1%

Single values from the list:
Cc1ccc(Cn2nc(C)c(NC(=O)C3(C)CC3(Br)Br)c2C)cc1 (configuration not stated) | p53null 32C tox = 15%
COc1ccc(-c2cc3nnc(-c4ccccc4)nc3s2)cc1 | p53null 39C tox = 1%
O=C(Nc1cc2c(cc1Br)OCCO2)c1ccco1 | p53null 32C tox = -24%
C=C(C)Cn1c(SCCN2CCOCC2)nc2c1c(=O)[nH]c(=O)n2C | p53null 32C tox = -3%
CN1C2C=C3C(C#N)=C(N)C(C#N)(C#N)C(c4ccc(Br)cc4)C3C1CC2 (configuration not stated) | p53null 39C tox = 1%

The listing continues.
Screens in order: p53null 32C tox	p53null 39C tox
> O=C(NCCCN1CCCCCC1)c1ccc(N2CCCC2=O)cc1
  8%	5%
> O=C(CSc1nc2ccccc2c(=O)[nH]1)c1ccccc1
  5%	2%
> CC(=O)CSc1nc2ccccc2o1
  -11%	-9%
> CCCCC1(O)CC(C(F)(F)F)=NN1C(=O)COc1ccccc1 (configuration not stated)
  -11%	-20%
> Brc1ccc2[nH]ncc2c1
  9%	38%
> COc1ccc(CCNC(=O)C2(C)CCC(=O)N2CCC(C)C)cc1OC (configuration not stated)
  7%	-12%
> CC(C(=O)Nc1ccccc1-c1ccccc1)N1CCOCC1 (configuration not stated)
  -8%	2%
> S=C(Nc1ccccc1)N1CCn2cccc2C1c1cccnc1 (configuration not stated)
  16%	7%
> CNC(=O)CCSc1ccc(C)cc1
  -5%	20%
> CC(NC(=O)Cn1nnc(-c2ccncc2)n1)c1ccccc1 (configuration not stated)
  2%	16%

Rewritten field by field: 4 of the compounds above.
CC(=O)CSc1nc2ccccc2o1
  p53null 32C tox = -11%; p53null 39C tox = -9%

CCCCC1(O)CC(C(F)(F)F)=NN1C(=O)COc1ccccc1 (configuration not stated)
  p53null 32C tox = -11%; p53null 39C tox = -20%

Brc1ccc2[nH]ncc2c1
  p53null 32C tox = 9%; p53null 39C tox = 38%

COc1ccc(CCNC(=O)C2(C)CCC(=O)N2CCC(C)C)cc1OC (configuration not stated)
  p53null 32C tox = 7%; p53null 39C tox = -12%

Later entries:
Screens in order: p53null 32C tox	p53null 39C tox
> O=C(/C=C/c1ccc(F)cc1)c1ccccc1Br
  11%	57%[activator]
> CCOC(=O)C1=C(CSc2nc(CC)c(C)cc2C#N)OC(N)=C(C#N)C1c1ccc(OC)cc1 (configuration not stated)
  5%	-19%
> Cc1ccc2c(c1)CCCN2C(=O)c1ccncc1
  0%	-16%
> O=C(Cn1nnc2ccccc21)OCC(=O)c1ccccc1
  11%	-3%
> CCOC(=O)c1ccc(Oc2nc(OC)nc(N(C)C)n2)cc1
  7%	-2%
> COc1cccc(-c2csc(N3CCN(C(=O)NC45CC6CC(CC(C6)C4)C5)CC3)n2)c1
  4%	-4%
> CCOC(=O)C1=C(O)/C(=C/c2cn(CC(=O)N3CCCC3)c3ccccc23)SC1=Nc1ccccc1
  -2%	-8%
> CCCN(CC(=O)Nc1ccccc1Br)CC(=O)Nc1ccc(F)c(F)c1F
  -2%	22%
> O=C(NCc1cccs1)C(Cc1ccccc1)NS(=O)(=O)c1cccs1 (configuration not stated)
  -6%	-4%
> Cc1cccc(CCNC(=O)c2cc(=O)[nH]c3ccc(Br)cc23)c1
  6%	3%[1.84 µM]
> CCCC(CCC(=O)Nc1ccc(C(=O)OCC)cc1)C(=O)O (configuration not stated)
  0%	-5%
> O=c1cc(NCC2CCCO2)[nH]c(=O)n1-c1ccc(Cl)cc1 (configuration not stated)
  -3%	-6%

A portion of the library; the hit share may differ from the screen's.
